PAD4 FP inh: inhibitors of human PAD4; inhibition, % at 6.36 µM; 330,000 tested, 0.41% active; recombinant PAD4, RCA probe fluorescence polarization;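 active means percent inhibition above a cutoff equal to the mean of all tested compounds plus 3 SD, cut at about 15% in these data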;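 further: 0% = PAD4 with RCA probe and DMSO and 100% = probe without PAD4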
Target sequence (Q9UM07 whole entry, looked up): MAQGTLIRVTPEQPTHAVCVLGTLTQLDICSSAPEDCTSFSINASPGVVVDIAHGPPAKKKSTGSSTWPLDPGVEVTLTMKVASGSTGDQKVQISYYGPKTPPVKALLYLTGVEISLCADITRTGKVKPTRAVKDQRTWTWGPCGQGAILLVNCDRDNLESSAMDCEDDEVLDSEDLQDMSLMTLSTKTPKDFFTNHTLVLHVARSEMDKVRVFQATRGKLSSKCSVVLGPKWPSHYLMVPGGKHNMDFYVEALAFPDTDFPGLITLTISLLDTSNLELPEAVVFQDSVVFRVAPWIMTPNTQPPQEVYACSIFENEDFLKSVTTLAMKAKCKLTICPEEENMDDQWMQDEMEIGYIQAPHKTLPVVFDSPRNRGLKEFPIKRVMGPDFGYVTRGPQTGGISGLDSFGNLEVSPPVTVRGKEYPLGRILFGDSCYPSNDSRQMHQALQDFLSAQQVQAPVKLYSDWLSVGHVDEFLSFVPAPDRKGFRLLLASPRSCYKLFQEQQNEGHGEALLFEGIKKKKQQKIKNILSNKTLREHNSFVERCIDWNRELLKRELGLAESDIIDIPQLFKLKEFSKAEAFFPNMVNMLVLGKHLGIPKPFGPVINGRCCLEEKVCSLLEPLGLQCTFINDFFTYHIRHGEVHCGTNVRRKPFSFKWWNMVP
LYPLA1 counter: LYPLA1 (human) inhibition in PME1 counter-screen | O75608 | recombinant LYPLA1, FP-Rh probe fluorescence polarization | inhibition, % at 5.9 µM | 320,000 tested, 0.16% active;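 active means inhibition above the mean of all tested compounds plus 3 SD, set per campaign, cut at about 14% in these data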;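 further: inhibitors block serine hydrolase probe labeling of LYPLA1 so polarization falls; 0% = enzyme with DMSO and 100% = wells lacking LYPLA1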
pPAFAH inh: inhibitors of human plasma PAF acetylhydrolase (pPAFAH) | Q13093 | recombinant pPAFAH, FP-rhodamine probe fluorescence polarization | inhibition, % at 3.39 µM | 330,000 tested, 1.5% active | AID 463082;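 active means inhibition above the mean inhibition across the screen plus 3 SD, cut at about 25% in these data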;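 further: inhibitors block binding of the rhodamine activity-based probe so polarization drops; 0% = enzyme with DMSO and 100% = wells lacking pPAFAH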
PAFAH1B2 inh: PAFAH1B2 (human) inhibition. P68402. recombinant PAFAH1B2, FP-rhodamine activity probe, fluorescence polarization. inhibition, % at 3.39 µM. 340,000 tested, 1.2% active;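 active means inhibition above the mean of all tested compounds plus 3 SD, cut at about 24% in these data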;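 further: 0% = enzyme with DMSO and 100% = wells lacking PAFAH1B2; many of its hits are not listed in these tables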
LYPLA2 inh: LYPLA2 (human) inhibition in PME1 counter-screen; 320,000 tested, 0.38% active; AID 2177; recombinant LYPLA2, FP-Rh probe fluorescence polarization; O95372; inhibition, % at 5.9 µM;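 active means inhibition above the screen-wide mean plus 3 SD, limit set per campaign, cut at about 26% in these data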;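 further: 0% = LYPLA2 with DMSO and 100% = wells lacking LYPLA2 enzyme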
PME-1 inh: PME-1 (human) inhibition; recombinant PME-1, FP-Rh probe fluorescence polarization; inhibition, % at 5.9 µM; 320,000 tested, 0.53% active;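 active means inhibition above the campaign mean of all compounds plus 3 SD, cut at about 26% in these data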;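 further: competitive labeling of PME-1 active site by serine hydrolase directed probe; 0% = PME-1 with DMSO and 100% = wells lacking PME-1 enzyme; inhibitors block probe labeling so polarization falls and inhibition rises; many of its hits are not listed in these tables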
PAFAH1B3 FP inh: PAFAH1B3 (human) inhibition; recombinant PAFAH1B3, FP-rhodamine probe, fluorescence polarization; inhibition, % at 3.39 µM; 340,000 tested, 0.28% active; AID 492972;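 active means inhibition above the screen-wide average of all tested compounds plus 3 SD, cut at about 25% in these data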;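 further: 0% = enzyme with DMSO only and 100% = wells lacking PAFAH1B3 protein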
PREPL inhibitor: inhibits the human prolyl oligopeptidase-like enzyme. 320,000 tested, 0.68% active. inhibition, % at 5.96 µM. AID 2751. Q4J6C6. recombinant PREPL, fluorescence polarization activity-based probe; in the data active means inhibition above about 43%;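 further: 0% = enzyme with DMSO and 100% = wells lacking enzyme; many of its hits are not listed in these tables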
GSTO1 counter: GSTO1 inhibition, counter-screen for RBBP9 inhibitors. P78417. inhibition, % at 5.96 µM. AID 1974. 300,000 tested, 1.1% active. recombinant GSTO1, activity-based probe fluorescence polarization;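 active means inhibition above the campaign mean inhibition plus 3 SD, cut at about 35% in these data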;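 further: 0% = GSTO1-1 with DMSO and 100% = wells lacking GSTO1-1 enzyme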
Target sequence (P78417 whole entry, looked up): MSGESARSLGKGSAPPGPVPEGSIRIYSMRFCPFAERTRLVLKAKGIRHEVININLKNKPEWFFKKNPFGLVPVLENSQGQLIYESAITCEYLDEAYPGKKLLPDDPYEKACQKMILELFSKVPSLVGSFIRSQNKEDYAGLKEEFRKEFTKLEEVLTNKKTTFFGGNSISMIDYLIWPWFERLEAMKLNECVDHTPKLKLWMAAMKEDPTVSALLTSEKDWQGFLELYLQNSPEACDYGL
Numbers without * were called inactive; nt = not tested or not shown. Some of the compounds tested; count on the stated rates, not on these rows.

SMILES	PAD4 FP inh	LYPLA1 counter	pPAFAH inh	PAFAH1B2 inh	LYPLA2 inh	PME-1 inh	PAFAH1B3 FP inh	PREPL inhibitor	GSTO1 counter
O=S(=O)(CCN1CCSCC1)c1ccccc1	-1.1	-0.9	1.3	10.3	-1.0	1.6	0.4	5.4	-3.1
Cc1cccc(CN2CCc3c([nH]c4ccccc34)C2C(C)(C)C)n1 (configuration not stated)	-3.8	1.3	-5.2	-1.1	7.3	-3.8	4.2	-7.1	3.8
CCCCN1C(N)=NC[C@@H]1c1ccccc1	-0.9	1.6	2.8	0.9	0.4	0.1	12.1	2.0	2.2
Cc1cn([C@H]2C[C@H](O)[C@@H](CCC(=O)NCCc3c[nH]c4ccccc34)O2)c(=O)[nH]c1=O	1.5	nt	7.5	4.4	nt	nt	6.0	nt	nt
CCOc1ccc(NC(=O)CN(C)C(=O)/C=C/c2ccco2)cc1OCC	-1.1	-2.0	2.4	0.8	-0.1	1.2	6.2	7.8	nt
O=C(c1ccccn1)N(Cc1ccco1)C1(C(=O)NC2CCCCC2)CCCCC1	-5.1	2.3	1.0	-0.2	2.8	-6.9	-0.5	-5.3	1.5
CC(Sc1nnnn1C)C(=O)Nc1ccc2c(c1)OCCO2 (configuration not stated)	0.3	7.3	0.9	10.2	14.1	3.1	3.5	-0.7	15.2
CC(C)c1c(C(=O)N/N=C/c2ccccc2C(=O)O)nnn1-c1nonc1N	-3.8	4.1	-2.5	6.7	9.8	3.0	8.0	20.1	10.0
CCCC1CCc2c(sc(NC(=O)c3cccs3)c2C(N)=O)C1 (configuration not stated)	1.7	-3.8	1.3	1.5	-5.4	5.3	10.1	2.3	-2.3
COc1ccc(OCc2cc(C(=O)N(C)CCC3CCOCC3)no2)c(Cl)c1	1.6	6.1	7.8	-2.6	4.7	0.9	0.3	35.0	-0.7
CCC(=O)Nc1ccc(-c2ccc(NC(=O)CC)c(OC)c2)cc1OC	2.5	-1.9	5.8	5.6	3.3	-2.5	2.4	0.9	-0.2
O=C(N/N=C\c1cccs1)c1sccc1-n1cccc1	1.3	-1.1	-3.1	7.7	4.0	-1.9	1.8	1.3	-14.3
O=C(COC(=O)/C=C/c1ccccc1[N+](=O)[O-])NC1CCS(=O)(=O)C1 (configuration not stated)	-2.0	-1.5	9.4	-0.5	3.4	1.4	1.4	11.4	12.9
O=C(Nc1ccc(F)cc1)Nc1nnc(-c2ccco2)s1	-6.1	-3.5	0.5	-2.0	-7.8	-15.5	3.0	-3.3	-15.9
O=C(COc1cccc2c1CCN(Cc1ccccc1F)C2=O)N1CCOCC1	-4.0	-0.7	-1.9	nt	4.8	-1.9	nt	7.2	0.8

Looked up by compound from the list above, seven records:
SMILES	PAD4 FP inh	LYPLA1 counter	pPAFAH inh	PAFAH1B2 inh	LYPLA2 inh	PME-1 inh	PAFAH1B3 FP inh	PREPL inhibitor	GSTO1 counter
O=C(COC(=O)/C=C/c1ccccc1[N+](=O)[O-])NC1CCS(=O)(=O)C1 (configuration not stated)	-2.0	-1.5	9.4	-0.5	3.4	1.4	1.4	11.4	12.9
O=C(COc1cccc2c1CCN(Cc1ccccc1F)C2=O)N1CCOCC1	-4.0	-0.7	-1.9	nt	4.8	-1.9	nt	7.2	0.8
CCOc1ccc(NC(=O)CN(C)C(=O)/C=C/c2ccco2)cc1OCC	-1.1	-2.0	2.4	0.8	-0.1	1.2	6.2	7.8	nt
O=C(c1ccccn1)N(Cc1ccco1)C1(C(=O)NC2CCCCC2)CCCCC1	-5.1	2.3	1.0	-0.2	2.8	-6.9	-0.5	-5.3	1.5
CC(C)c1c(C(=O)N/N=C/c2ccccc2C(=O)O)nnn1-c1nonc1N	-3.8	4.1	-2.5	6.7	9.8	3.0	8.0	20.1	10.0
CCCCN1C(N)=NC[C@@H]1c1ccccc1	-0.9	1.6	2.8	0.9	0.4	0.1	12.1	2.0	2.2
O=C(N/N=C\c1cccs1)c1sccc1-n1cccc1	1.3	-1.1	-3.1	7.7	4.0	-1.9	1.8	1.3	-14.3

Other compounds follow.
SMILES	PAD4 FP inh	LYPLA1 counter	pPAFAH inh	PAFAH1B2 inh	LYPLA2 inh	PME-1 inh	PAFAH1B3 FP inh	PREPL inhibitor	GSTO1 counter
Cc1cccc(C)c1NC(=O)CSc1nc(C)c(CC(=O)c2ccc(Br)cc2)c(C)c1C#N	2.9	-0.8	0.7	-2.9	-6.9	1.4	8.1	15.5	1.7
Cc1c(/C=N/NC(=O)c2sc3ccccc3c2Cl)cnn1C	3.8	-1.8	7.3	1.1	-4.6	4.4	0.9	14.3	-4.4
CCOC(=O)N1CCC(N(CCN(C)C)C(=S)Nc2ccc(F)c(Cl)c2)CC1	0.4	-1.5	-0.3	0.2	1.0	3.1	1.4	7.9	1.8
CCOC(=O)C1=C(COC(=O)c2ccc(OC)c(OC)c2OC)NC(=O)NC1C (configuration not stated)	2.9	0.9	2.6	1.2	0.9	0.4	3.0	19.5	-2.5
O=C1CC(C(F)(F)C(F)(F)C(F)(F)F)=Nc2ccccc2N1	4.3	-2.7	1.9	9.9	-0.5	2.0	2.1	2.7	-3.3
c1cncc(-c2nnc3n2CCC3)c1	-3.4	-4.1	1.2	5.4	-1.6	-2.0	14.5	7.9	1.2
CSc1nnc(NC(=O)c2cc(=O)c3cc(C)cc(C)c3o2)s1	0.7	0.5	0.8	8.8	-3.6	0.3	-1.7	7.0	0.4
CCC(C)OC(=O)c1[nH]c2c(c1C)C(=O)CC(c1ccc(N(C)C)cc1)C2 (configuration not stated)	-2.5	1.5	12.8	-0.7	13.8	2.7	2.0	10.3	-5.3
O=C1[C@@H]2[C@H](C(=O)N1O)[C@H]1C=C[C@@H]2C1	4.0	-0.4	0.9	0.7	5.0	-5.3	8.1	0.3	16.4
O=C(NCc1ccco1)c1cc(-c2ccccc2)c(N2CCOCC2)s1	-2.9	-0.3	12.8	1.2	4.2	-6.9	1.4	5.9	-3.4
Cc1cc(=O)[nH]c(-n2nc(C)cc2C)n1	-5.6	6.7	-0.9	2.0	16.3	1.9	3.7	1.5	1.7
CCCCNC(=O)NNC(=O)C1CC1(c1ccccc1)c1ccccc1 (configuration not stated)	2.6	-2.0	6.5	-0.4	-4.1	-0.2	-4.6	-2.9	5.3
Cc1ccn(Cc2n[nH]c(=S)n2Cc2ccccc2)n1	-1.3	-0.4	0.5	5.7	-0.9	-0.9	3.3	6.0	-4.6
CCCCNC(=O)CN1C(=O)NC2(CCCc3ccccc32)C1=O (configuration not stated)	0.3	0.5	-6.2	1.0	6.1	-1.2	7.9	4.1	7.7
Cc1cc(=O)n2[nH]c(C)c(-c3ccc(Cl)cc3)c2n1	-3.2	-0.7	1.5	2.5	4.4	-0.1	4.2	15.3	-4.7
Cc1noc(C)c1COc1ccc(C(=O)OCC(=O)Nc2ccc3ccccc3c2)cc1	1.1	-34.1	18.0	-19.9	-35.1	-34.9	-25.3	-6.5	-8.4
O=C(c1ccccc1)N1CCCCC(Sc2nnnn2-c2ccccc2)C1=O (configuration not stated)	0.6	-2.4	1.4	5.1	-0.9	2.1	6.3	-23.9	2.0
C[C@H](NC(=O)[C@@H]1CSC2c3ccccc3C(=O)N21)C(=O)NCCc1ccccc1 (some centres not stated)	-12.0	-2.2	-3.8	4.2	-1.9	-6.0	8.6	-7.1	2.5
Cc1ccc(NC(=O)N2CCCC2C(=O)NCCC2=CCCCC2)cc1 (configuration not stated)	0.5	2.7	6.3	2.1	6.7	2.5	4.4	2.4	1.0
O=C(CNC(=O)c1ccccc1O)N/N=C/c1cc(Br)ccc1OC(=O)/C=C/c1ccco1	-2.6	-34.8	3.4	nt	-60.9	-23.2	nt	19.6	-7.7
CCOC(=O)c1sc(NC(NC(=O)c2ccco2)(C(=O)OC)C(F)(F)F)nc1C (configuration not stated)	1.6	-1.1	1.5	-4.4	-1.1	-2.9	3.4	-5.4	-3.1
O=C1C=C(c2cc(F)ccc2F)C[C@@H](c2ccc(F)cc2)C1	0.8	3.8	5.0	10.4	5.1	-2.4	6.0	-2.8	nt
N#Cc1nc(Cc2cccc3ccccc23)oc1NCc1ccco1	2.1	-9.9	11.7	5.6	-3.3	3.2	4.6	5.1	1.4
CCOCCCNCc1ccc(OCc2ccccc2C)c(OC)c1	-1.5	5.4	3.4	3.9	3.5	-4.3	-3.9	12.0	1.2
COc1ccc(N=C2SC(CC(=O)Nc3ccccc3)C(=O)N2CCN2CCOCC2)cc1 (configuration not stated)	-4.4	-3.5	5.5	2.2	-2.3	3.6	-2.2	20.0	9.3
Cc1cc(NC(=O)CCC(=O)N(c2cccnc2)C(C(=O)NC2CCCC2)c2ccccc2)no1 (configuration not stated)	0.5	-1.0	-2.6	3.5	-4.9	-3.2	3.9	-3.9	3.9
Cc1cc(C)n(CC(=O)N2CCc3ccccc32)c(=O)c1C#N	2.7	4.2	2.1	-2.4	14.2	-1.5	3.0	10.7	4.9
O=C(COC(=O)c1cnccn1)NC(=O)c1ccccc1	-3.4	3.0	-2.9	0.5	2.1	1.4	-1.1	6.6	10.3
COc1ccc(C2C=C(C)Nc3nc(SC)nn32)cc1 (configuration not stated)	6.2	3.5	-1.7	-4.9	2.9	-2.3	8.1	12.1	6.4
Cc1cc(N2CCN(C)CC2)ccc1NC(=O)c1ccc(-c2ccc(Cl)cc2)o1	-4.4	0.8	19.2	1.6	3.4	4.4	-4.6	24.2	10.9
CC1Cc2nc(SCC(N)=O)n(Cc3ccccc3)c(=O)c2S1 (configuration not stated)	-1.0	4.3	-1.0	-2.8	1.8	5.2	-0.1	1.3	-2.4
CC(C)N(C(=O)Cn1c(SCC(=O)NC2CC2)nc2ccccc21)C(C)C	-2.2	0.2	0.3	4.8	-2.8	-0.8	3.1	-4.3	6.2
O=C(CSc1ncnc2c1cnn2-c1ccccc1Cl)N1CCN(C(=O)c2ccco2)CC1	6.8	-2.2	1.4	3.9	3.4	-3.8	7.0	17.1	-23.6
Cc1c(NC(=O)C(C)OC(=O)c2ncc(Cl)c(Cl)c2Cl)c(=O)n(-c2ccccc2)n1C (configuration not stated)	-2.1	-1.0	-0.5	-2.9	-1.8	-4.3	6.2	-4.7	-0.9
CN(Cc1cccc(F)c1)C(=O)c1ccc(S(=O)(=O)N2CCCCCC2)cc1	6.1	nt	-1.3	-0.1	nt	nt	8.5	-3.5	nt
Cc1cccc(NC(=S)NC23CN4CN(CN(C4)C2)C3)c1	2.5	-2.3	0.2	5.6	1.7	0.8	4.0	5.3	1.8
Cc1cc(C)cc(N(CC(=O)NCc2ccco2)S(=O)(=O)c2c(C)noc2C)c1	-2.7	0.2	4.2	4.9	4.5	4.6	1.8	1.2	4.3
COc1ccccc1NC(=O)c1coc(=O)c(Br)c1	2.0	1.7	4.1	nt	-1.6	1.6	nt	-3.3	-0.1
COc1ccccc1C1CCN(C(=O)c2cccc([N+](=O)[O-])c2)CC1	1.8	2.1	5.9	2.1	-1.3	3.4	10.2	9.5	4.4
CC(=O)c1ccc(N2CCN(C3CCC(C(C)(C)C)CC3)CC2)cc1 (configuration not stated)	-0.1	6.3	8.1	5.5	2.1	3.0	4.6	-9.0	-4.6
O=C(CC1CCCC1)Nc1nnc(C2CC2)s1	-5.2	4.9	0.3	14.5	3.6	4.1	11.2	12.5	6.5
